Screening results (PubChem)
aSyn 5UTR inh – 5' untranslated region of α-synuclein, MLPCN primary screen. 300,000 compounds, 0.82% hits. inhibition, % (tested at 7.5 µM). alpha-synuclein 5'UTR reporter, inhibitor activity; in the data active means inhibition above about 60%;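 further: H4 neuroglioblastoma cells stably carrying SNCA 5'UTR luciferase fusion; 0% = DMSO wells and 100% = positive control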
GSK3 alpha inh – blocks human GSK-3 alpha kinase; P49840; inhibition, % at 10 µM; 320,000 compounds, 0.1% hits; ADP-Glo luminescence, 60 min;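 in the data active means inhibition above about 50%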;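 further: GST-tagged GSK-3 alpha with peptide substrate and 25 µM ATP; 0% = DMSO neutral wells and 100% = GW8510 positive control wells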
Target sequence (P49840 whole entry, looked up): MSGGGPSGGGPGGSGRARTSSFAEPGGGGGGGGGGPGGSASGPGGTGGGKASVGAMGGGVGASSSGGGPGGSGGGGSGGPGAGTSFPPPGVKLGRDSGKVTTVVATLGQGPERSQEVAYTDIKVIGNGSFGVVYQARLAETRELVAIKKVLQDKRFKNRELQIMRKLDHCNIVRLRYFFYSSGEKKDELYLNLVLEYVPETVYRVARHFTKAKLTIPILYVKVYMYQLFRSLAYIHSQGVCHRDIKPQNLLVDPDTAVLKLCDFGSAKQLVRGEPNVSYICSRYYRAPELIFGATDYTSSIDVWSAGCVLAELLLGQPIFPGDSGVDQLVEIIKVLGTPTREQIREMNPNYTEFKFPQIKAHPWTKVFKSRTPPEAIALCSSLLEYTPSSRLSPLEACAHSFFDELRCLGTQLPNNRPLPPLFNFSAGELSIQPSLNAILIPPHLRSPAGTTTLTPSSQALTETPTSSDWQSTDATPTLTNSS
HSP90 inh – blocks HSP90-mediated luciferase refolding in reticulocyte lysate. Rabbit reticulocyte lysate, luciferase refolding luminescence, 3 h. inhibition, % at 5.6 µM. 290,000 compounds, 0.91% hits. AID 1789;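 active means inhibition above the screen-wide mean plus 3 SD, computed separately per campaign, cut at about 16% in these data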;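 further: 0% = DMSO wells and 100% = 60 µM geldanamycin wells; inhibitors lower the luminescence because luciferase stays unfolded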
HSF-1 act – increases HSF-1 driven luciferase reporter signal. NIH3T3-HGL HSF-1 luciferase reporter, MG132, 8 h; 100% = twice DMSO control signal. 300,000 compounds, 1.7% hits. activation, % at 9 µM;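 active means mean replicate activation of at least 50% with a set share of replicates each reaching 50%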;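 further: 0% = median of the neutral control wells and 100% = twice that signal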
KLF5 inhibitor – kruppel-like factor 5 inhibition. DLD-1 KLF5 promoter-luciferase reporter, luminescence. inhibition, % at 5 µM. 290,000 compounds, 0.23% hits. AID 1700;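 active means inhibition above a per-plate limit of that plate's mean compound inhibition plus 3 SD, cut at about 60% in these data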;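 further: 0% = DMSO wells and 100% = LY294002 at 200 µM; higher means less KLF5 promoter-driven luciferase light; inactives centre near -14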
HSF1 inhib – HSF1 inhibition; NIH3T3-HGL HSE-luciferase, MG132-induced, luminescence 8 h; hits give low values; activity change, negative = inhibition, % at 7.5 µM (by protocol); 300,000 compounds, 0.77% hits;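 active means more than half of replicate wells show activity change below -50%, luminescence cut by over half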;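 further: luciferase reports HSF-1 transcriptional activity via heat shock element; 0% = median of DMSO wells and -100% = zero luminescence signal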
IEC-6 cytotox – kills IEC-6 intestinal cells in KLF5 counter-screen | IEC-6 cytotoxicity, luminescence viability | inhibition, % at 5 µM | 290,000 compounds, 0.78% hits | AID 1825; in the data active means inhibition above about 22%;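 further: 0% = plate median of test compound wells and 100% = cytotoxic reference compound wells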
GSK3B inh – blocks human GSK3beta kinase activity. GST-GSK3beta kinase, ADP-Glo luminescence, 60 min; hits give low values. AID 2097. activity score (negative = inhibition), % at 10 µM. P49841. 300,000 compounds, 0.038% hits;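 active means more than half of replicate wells score below -50%, meaning over 50% inhibition versus plate controls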;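 further: 0% = median DMSO wells and -100% = median GW8510 positive control wells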
Target sequence (P49841 whole entry, looked up): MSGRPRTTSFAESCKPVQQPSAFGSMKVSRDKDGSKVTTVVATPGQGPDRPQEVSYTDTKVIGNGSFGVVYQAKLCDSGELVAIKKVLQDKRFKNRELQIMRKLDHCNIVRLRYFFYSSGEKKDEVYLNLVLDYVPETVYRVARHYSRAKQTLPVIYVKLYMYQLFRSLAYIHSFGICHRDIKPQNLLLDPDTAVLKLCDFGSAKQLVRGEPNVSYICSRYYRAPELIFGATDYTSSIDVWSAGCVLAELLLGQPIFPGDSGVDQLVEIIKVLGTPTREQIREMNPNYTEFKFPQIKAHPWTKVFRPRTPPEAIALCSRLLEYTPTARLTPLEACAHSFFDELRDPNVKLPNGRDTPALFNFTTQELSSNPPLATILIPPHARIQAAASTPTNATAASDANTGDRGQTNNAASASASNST
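Test system: GST-fused GSK3beta enzyme, cell-free | Quantity: 1.6 ng GST-GSK3beta enzyme per well | Reagent: 25 µM ATP with peptide substrate | Schedule: 60 min enzyme reaction, room temperature | Signal: Luminescent ADP-Glo measurement of ADP formed | Read-out basis: Score relative to plate controls | Control set: DMSO and 20 µM GW8510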
DYRK1A inh – blocks rat Dyrk1A kinase activity. Q63470. ADP-Glo luminescence, NFATc1 peptide. inhibition, % at 12.5 µM. 310,000 compounds, 0.43% hits; in the data active means inhibition above about 50%;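 further: plate controls were vehicle with enzyme for no effect and no enzyme for full effect; many of its hits are not listed in these tables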
Platelet DG rel – modulates dense granule release in human platelets; human platelet-rich plasma, SFLLRN dense granule ATP release, luminescence; inhibition, %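 (compounds screened at 7.5 µM in platelet-rich plasma)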; 300,000 compounds, 0.22% hits;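 active means mean replicate score, as percent of positive control, at or above 50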
Active calls of the source: *; · = no result given. The list is partial. The share of hits here may be higher or lower than overall.

SMILES	aSyn 5UTR inh	GSK3 alpha inh	HSP90 inh	HSF-1 act	KLF5 inhibitor	HSF1 inhib	IEC-6 cytotox	GSK3B inh	DYRK1A inh	Platelet DG rel
Cc1ccc(S(=O)(=O)N2CCN(C(=O)c3cc(=O)c4ccccc4o3)CC2)cc1	-17.4	6.2	3.7	-4.3	-6.9	4.0	3.1	6.7	·	0.0
COC(=O)/C=C/c1ccccc1S(=O)(=O)N(Cc1ccccc1)Cc1ccco1	89.4*	-3.0	·	-19.7	·	-11.4	·	1.1	-1.8	10.2
O=C(COc1ccccc1)Nc1nnc(-c2ccc(Cl)cc2)o1	2.1	-2.7	-2.9	-12.6	1.4	-3.8	-1.2	-0.6	-6.0	-5.6
Cc1cc(C)c(C#N)c(OCC(=O)c2ccc(Br)cc2)n1	-49.2	0.2	1.0	18.4	11.9	12.0	4.4	4.0	10.5	-0.3
CCOc1ccc(CNC(=O)c2ccc(Sc3ccc(Cl)cc3)c(NC(C)=O)c2)cc1OC	31.6	-0.8	-5.4	-2.1	-12.5	1.3	6.1	3.4	3.0	6.2
COc1ccc(C(=O)COc2ccc3ccc(=O)oc3c2)cc1	4.7	-1.2	3.1	7.9	-14.9	9.7	-1.3	0.0	-5.1	-2.0
COc1cc(S(=O)(=O)NCc2cccnc2)c(OC)cc1Br	-16.1	-0.1	2.1	-10.5	-36.5	-7.1	3.9	0.6	-3.5	1.6
CN(CC(=O)O)c1ccc(C(F)(F)F)cc1[N+](=O)[O-]	-8.1	·	0.9	10.5	-24.5	-2.3	4.0	-0.9	0.0	-0.6
C/C=C/C(=O)N1c2ccccc2C(C)=CC1(C)C	12.2	-1.4	3.1	-5.8	-10.9	-2.6	2.7	-1.6	1.3	1.0
CCCCCc1ccc(C2=NNC(=O)CC2)cc1	-0.7	-0.1	-2.0	9.6	-43.0	7.6	-3.9	2.3	-3.2	-1.2
O=c1cc(CO)oc(CN2CCN(c3cccc(C(F)(F)F)c3)CC2)c1O	-4.6	-1.7	4.6	-15.7	-34.5	-7.2	4.4	0.0	1.7	2.2
Cc1nc2oc3c(NCc4ccccn4)ncnc3c2c2c1COC(C)(C)C2	28.1	3.4	0.3	15.1	-18.0	3.4	0.9	-1.9	-8.0	-9.8
Cc1cccc([C@@H]2[C@@H]3C(=O)N(Cc4ccccc4)C(=O)[C@@H]3[C@]3(CC(C)C)C(=O)N(c4cccc(F)c4)C(=O)N23)c1	-20.7	·	·	24.9	·	13.6	·	-0.7	-6.4	6.0
CCOC(=O)N/N=C/c1ccc(C)o1	-0.2	0.1	-1.4	-1.8	-20.7	0.6	1.6	0.2	1.7	6.5
Cc1ccc(/C=C2/NC(=O)N(Cc3ccccc3F)C2=O)o1	-19.1	4.3	-3.5	28.4	-2.0	6.8	-0.1	-1.5	-1.0	11.5
COc1ccc([N+](=O)[O-])cc1NC(=O)CCN1CCN(c2ccccc2OC)CC1	21.6	-0.4	2.0	-7.3	-14.6	-0.6	1.5	-0.4	-4.4	3.5
CCOc1cc(/C=C2/C(=N)N3OC(C)=CC3=NC2=O)ccc1OC	2.8	-1.4	1.3	5.4	-1.9	-7.1	1.2	0.4	-0.7	-1.0
Cc1ccccc1N/N=C1\CCCNC1=O	-100.4	-0.8	-3.0	-17.2	-13.3	-10.6	-4.0	-2.0	3.4	-7.6
CCOC(=O)c1sc(NC(=O)C2CC(=O)N(c3ccc(C)cc3)C2)nc1C (stereo not drawn)	16.2	9.6	-3.0	9.4	-3.9	-8.6	-9.9	·	13.6	8.1
COc1ccc2c(c1)CCc1c(C(=O)NCCN3CCOCC3)noc1-2	38.6	-1.9	4.0	-5.6	15.6	0.9	5.3	-6.4	5.3	5.8

Look-ups from the results shown.
`O=c1cc(CO)oc(CN2CCN(c3cccc(C(F)(F)F)c3)CC2)c1O` in HSP90 inh shows 4.6
`CCOC(=O)c1sc(NC(=O)C2CC(=O)N(c3ccc(C)cc3)C2)nc1C` (stereo not drawn) in HSF-1 act shows 9.4

Continuation.
SMILES	aSyn 5UTR inh	GSK3 alpha inh	HSP90 inh	HSF-1 act	KLF5 inhibitor	HSF1 inhib	IEC-6 cytotox	GSK3B inh	DYRK1A inh	Platelet DG rel
CN(CC(=O)NCCc1ccccc1)S(=O)(=O)c1ccc(Br)cc1	-0.4	0.9	-0.1	17.6	-11.8	6.1	2.6	1.8	0.6	-14.2
Cc1ccc(NC(=S)NNC(=O)c2ccc(N3CCOCC3)c([N+](=O)[O-])c2)cc1Cl	29.2	-2.6	4.3	37.0	-13.7	4.3	7.8	7.9	15.6	11.3
COc1ccccc1Nc1nc(N)nc(CSc2nc(C)cc(C)n2)n1	-7.9	-1.3	-0.8	33.3	4.8	7.1	-13.8	-0.6	-2.4	-1.7
COc1ccc(CCN(C)C2CC(=O)N(c3ccccc3)C2=O)cc1OC (stereo not drawn)	-22.5	-0.6	0.3	15.1	-23.4	-2.6	5.8	-5.3	6.5	-13.3
COC(=O)COc1coc(CN2CCN(c3cccc(Cl)c3)CC2)cc1=O	0.2	6.7	2.4	-8.2	-29.2	-2.6	-1.8	2.8	-0.6	0.8
CCOc1ccc(C2(C)CC(=O)N(C)C2=O)cc1 (stereo not drawn)	-2.7	1.0	-4.6	-3.3	-8.9	-2.9	-3.2	3.8	-4.6	9.1
COc1ccc(-c2nc(-c3ccncc3)no2)cc1OC	-121.0	0.1	-6.0	15.5	-28.2	1.8	-4.4	1.8	16.9	5.9
Cc1cc2[nH]c(=O)c(=O)[nH]c2cc1S(=O)(=O)NCc1ccc(Cl)cc1	-13.7	0.5	-1.8	0.7	-5.5	-4.1	-2.8	-0.9	-7.9	4.2
COc1ccc(C(=O)NC2CCN(C(=O)NC3CCCCC3)CC2)cc1	5.2	0.7	2.9	-4.2	-6.6	0.6	-2.3	-0.4	-8.1	-1.1
Fc1ccccc1NC(=S)Nn1cnnc1	-36.4	0.2	-1.4	0.0	-22.0	-1.2	1.0	1.4	0.0	-6.3

An excerpt from above with just KLF5 inhibitor, HSF1 inhib and GSK3B inh.
Molecule	KLF5 inhibitor	HSF1 inhib	GSK3B inh
CN(CC(=O)NCCc1ccccc1)S(=O)(=O)c1ccc(Br)cc1	-11.8	6.1	1.8
COc1ccc(-c2nc(-c3ccncc3)no2)cc1OC	-28.2	1.8	1.8

(continued)
SMILES	aSyn 5UTR inh	GSK3 alpha inh	HSP90 inh	HSF-1 act	KLF5 inhibitor	HSF1 inhib	IEC-6 cytotox	GSK3B inh	DYRK1A inh	Platelet DG rel
Cc1ccc(C2=N/C(=C\c3cccnc3)C(=O)O2)cc1	-14.1	-4.4	2.6	1.5	19.6	-3.7	0.0	2.3	1.9	-1.9
Cc1ccoc1C(=O)Nc1ccc2ccccc2c1	26.7	0.5	24.2*	31.5	-48.1	11.0	6.4	·	3.6	29.2
CCCS(=O)(=O)N1CCC(C(=O)NCCCN(C)Cc2ccccc2)CC1	-5.9	-1.7	3.4	2.6	-4.9	2.1	0.8	3.5	-4.3	3.7
COc1ccc(CNC(=O)Oc2ccccc2)cc1Cl	6.9	-1.4	-2.3	94.1*	-1.4	41.2	-2.2	-7.8	-7.9	-0.3
O=C(CCCCCn1c(=O)[nH]c2ccsc2c1=O)NCc1cccs1	5.9	-1.0	4.7	-12.0	9.0	-5.5	-0.6	-3.1	-0.7	0.4
Cc1nnc(-c2ccc(Cl)cc2)nc1NCCN(C)C	-21.3	3.1	0.1	·	-21.1	·	7.9	-7.6	-2.8	9.1
Cn1c(SCC(=O)Nc2ccc(F)cc2)nc2c(c1=O)SCC2	-31.7	-1.5	-1.1	-11.6	-41.6	-9.1	5.5	2.9	4.6	-7.2
CCC(/C=C1\Sc2ccc(OC)cc2N1CC)=C\c1sc2ccc(OC)cc2[n+]1CCCS(=O)(=O)[O-]	27.1	4.7	0.8	2.2	-2.4	-3.5	3.5	1.6	2.4	11.7
CCc1ccccc1NC(=O)COC(=O)C1C2CC3OC(=O)C1C3C2 (stereo not drawn)	5.2	2.4	-0.2	-2.2	3.6	-12.0	-4.6	0.2	-7.5	1.0
CC(Sc1ccccc1)C(=O)NN=C1CCCCCCC1 (stereo not drawn)	-6.5	-1.2	4.3	13.2	-14.2	-1.6	9.5	-1.9	-1.5	-0.5
COc1ccccc1NC(=O)Cc1cccs1	4.9	-0.2	2.1	16.2	-32.4	-0.6	-5.4	0.1	-2.3	·
COc1cc(/C=C2\CCn3c2nc2cc(C(=O)O)ccc2c3=O)ccc1OC(F)F	-14.1	1.9	0.1	5.1	-17.0	-7.3	0.6	-21.2	-2.8	-4.5
COc1ccccc1CCNC(=O)CSc1nc(-c2ccco2)cc(C(F)(F)F)n1	23.4	1.3	2.1	-3.1	5.3	-5.8	1.5	2.9	-3.4	-27.8
Cc1cccc(C)c1NC(=O)CCCSc1nnnn1C	9.3	-0.3	3.1	5.5	0.7	-5.0	-3.8	2.1	3.0	-0.6
CO/N=C(/c1nonc1N)N1CCN(c2ccc([N+](=O)[O-])cc2)CC1	11.4	-2.5	0.2	-2.1	-5.2	-2.8	2.2	1.7	8.8	-0.8
CCOP(=O)(OCC)C(Nc1ccc(C)cc1)c1ccco1 (stereo not drawn)	22.8	0.6	2.7	-44.2	-21.6	-33.3	-4.3	3.1	-0.2	-3.6
CN1CCN(S(=O)(=O)c2cccc(C(=O)Oc3ccc(Br)cc3F)c2)CC1	-0.4	1.7	1.7	-0.9	2.7	4.0	0.1	-3.9	0.4	-5.2
CCN1CCN(Cc2ccc(NC(=O)c3ccc(C)c(NC(=O)c4nccnc4N)c3)cc2C(F)(F)F)CC1	6.1	9.9	·	-53.3	·	-43.3	·	-7.3	-2.2	3.3
O=C(CSc1nnc(-c2ccccc2)n1-c1ccc(Cl)cc1)NC1CCS(=O)(=O)C1 (stereo not drawn)	-34.4	-1.0	-2.0	22.3	2.0	4.8	-4.4	-0.6	2.7	-2.6
COc1ccc(Cl)cc1NC(=O)CSc1sc2c(O)cc(=O)[nH]c2c1C#N	1.7	-1.9	1.0	-10.0	-0.2	-3.4	-9.8	2.0	-3.2	2.9
O=C(NCCC(=O)N1CCc2ccccc21)c1ccco1	-58.7	1.3	-5.2	16.8	-53.7	9.0	-3.1	7.1	-5.1	-5.2
O=C(c1ccc([N+](=O)[O-])cc1)N1CCN(C(=O)C2CCCCC2)CC1	-1.2	-0.9	0.6	0.1	-20.4	-3.6	-2.6	0.6	2.0	-9.0
COc1cccc(NC(=O)COC(=O)c2ccccc2F)c1	3.0	-0.7	-0.6	8.5	-1.3	-1.0	-5.2	-1.2	4.7	1.9
O=C1C2C3CCCC3=C3CCCC3C2C(=O)N1c1ccccc1 (stereo not drawn)	-12.1	-7.7	1.7	47.6	-26.0	8.2	0.1	2.5	0.6	-0.3
CC(C)c1ccc(N(C(=O)C(F)(F)F)C(C(=O)NC2CCCCC2)c2ccncc2)cc1 (stereo not drawn)	-9.0	-0.4	2.1	-7.5	-19.8	-1.2	7.9	-4.6	-4.9	5.5
CCOC(=O)Cc1csc(NC(=S)NC(=O)c2ccccc2)n1	-26.8	-3.8	4.2	-14.0	-6.7	-7.7	2.1	3.5	4.6	3.3
O=C(COC(=O)CNS(=O)(=O)c1ccc(Br)cc1Cl)NCCc1ccccc1	-6.8	-2.4	3.6	2.7	-12.5	-7.8	5.8	-0.5	-4.5	22.3
CCC1C(=O)N=C(SCC(=O)NC2CCCCC2)NC1=O (stereo not drawn)	22.0	-1.3	-0.6	-18.2	-18.9	-0.8	-1.3	-2.5	-0.9	-10.4
